High-throughput results as filed in PubChem BioAssay.
Spn PMK inh: S. pneumoniae PMK inhibition | inhibition, % at 10 µM | purified PMK, PK/LDH-coupled NADH absorbance 340 nm | 65,000 compounds, 0.49% hits;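 active = top-ranked compounds by inhibition in the single 10 µM screen, taking a fixed number of the strongest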;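 also: 0% = full reaction with DMSO carrier and 100% = background rate without enzyme reaction; no value below 0 was filed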
MK inhibit: S. pneumoniae mevalonate kinase inhibition | 65,000 compounds, 0.48% hits | AID 555 | purified MK, PK/LDH-coupled NADH absorbance 340 nm | inhibition, % at 10 µM;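 active = ranked among the strongest by inhibition in the single 10 µM screen, a fixed top-ranked set picked for dose follow-up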; also: no value below 0 was filed
KRASV12 cytotoxicity: viability loss of HPDE-C7K cells – cell-based, fluorescence, HTS, primary screen (AID 431). HPDE-C7K KRASV12 cells, Alamar Blue viability, 48 h; higher % means a stronger effect. one-dose cytotoxicity, % at 10 µM; EC50 in µM for titrated hits. 63,000 compounds, 1.7% hits;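 active = compounds whose percent cytotoxicity in the single-dose primary screen, scaled between solvent and toxic-drug controls, exceeds 50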;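 also: 0% = DMSO solvent wells and 100% = doxorubicin-treated wells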
HT1080 viability: HT1080 cell viability loss – fluorescence readout (AID 620) | HT1080 viability, fluorescence; higher % means a stronger effect | cytotoxicity, % at 10 µM; hits with a dose series show EC50 in µM | 87,000 compounds, 0.42% hits;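 also: cells exposed to compound overnight then 4 h with Alamar Blue; 0% = vehicle DMSO and 100% = killing control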
LYP inhibition: LYP phosphatase inhibitors, primary screen, biochemical, DiFMUP fluorescence, recombinant catalytic domain, 10 µM (AID 606). recombinant LYP catalytic domain, DiFMUP fluorescence; higher % means a stronger effect. inhibition, % at 10 µM, or IC50 in µM where a hit was titrated. 52,000 tested, under 10 active;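 active = IC50 under 40 µM in the dose-response test; inactive = IC50 of 40 µM or more, or never dose-tested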
Alkaline phosphatase: human TNAP enzyme inhibitors, biochemical, luminescent (AID 518); purified TNAP enzyme, luminescent substrate readout; higher % means a stronger effect; inhibition, % at 20 µM, or IC50 in µM where a hit was titrated; 64,000 compounds, 0.09% hits; in the data active = a potency from the dose series; inactive = the rest, 99 in 100 with inhibition below about 22%;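 also: plate controls were vehicle for no effect and reference inhibitor for full effect; many of its hits are not listed in these tables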
Bfl-1 displacement: displacement of Bid BH3 peptide from Bfl-1 – biochemical, fluorescence polarization, FITC-Bid, mouse, primary screen (AID 432). FITC-Bid BH3 peptide fluorescence polarization displacement; higher % means a stronger effect. one-dose displacement, % at 20 µM; IC50 in µM for titrated hits. 64,000 compounds, 0.02% hits; in the data active = a potency from the dose series; inactive = the rest, 99 in 100 with displacement below about 15%; also: strong numbers were not always called active
DPM-DC inhibit: blocks S. pneumoniae diphosphomevalonate decarboxylase; purified DPM-DC, PK/LDH coupled NADH fluorescence; calls only at 10 µM; 65,000 compounds, 0.49% hits;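 active = the 320 compounds with the highest percent inhibition in the single-dose primary screen, excluding strongly autofluorescent ones, cut at about 32% in these data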;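 also: kinetic rate of NADH fluorescence loss reporting ADP formed by the decarboxylase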
HPDE-C7 cytotoxicity: cytotoxicity in HPDE-C7 cells, cell-based, fluorescence, HTS (AID 430); cytotoxicity, % at 10 µM, or EC50 in µM where a hit was titrated; 63,000 compounds, 1.8% hits; HPDE-C7 pancreatic duct cells viability, fluorescence; higher % means a stronger effect;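 also: cells exposed to compound for 48 hours before viability readout; 0% = vehicle and 100% = reference cytotoxic drug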
Spn PMK inh pilot replicates: further read-out of Spn PMK inh, marked with its call; inhibition, %; measured here: pilot screen replicates
MK inhibit pilot replicates: recorded beside MK inhibit, whose call it bears; inhibition, %; measured here: pilot screen replicates
DPM-DC inhibit pilot screen %: recorded beside DPM-DC inhibit, whose call it bears; inhibition, %; measured here: pilot screen trials
* hit, by the source's call. Rule as the data show it, unless noted: active = cytotoxicity above about 50%; inactive = the rest.

Cc1nn(C)c(C)c1S(=O)(=O)N(CC(=O)NCc1ccco1)c1ccc(C(C)C)cc1 was read as Spn PMK inh 8, MK inhibit 0, KRASV12 cytotoxicity -5%, HT1080 viability -2%, LYP inhibition -5%, Alkaline phosphatase -1%, Bfl-1 displacement -2%, DPM-DC inhibit inactive and HPDE-C7 cytotoxicity -21%.
`N=c1n(CCN2CCCCC2)c2ccccc2n1CC(O)c1cccc(Br)c1` (configuration not stated) gave Spn PMK inh 8, MK inhibit 6, KRASV12 cytotoxicity 59%*, HT1080 viability 6%, LYP inhibition 7%, Alkaline phosphatase -4%, Bfl-1 displacement 4%, DPM-DC inhibit inactive and HPDE-C7 cytotoxicity 45%.
`CCN1CCN(c2nc3sc4c(c3c3ncnn23)CC(C)CC4)CC1` (configuration not stated) gave Spn PMK inh 8, MK inhibit 3, KRASV12 cytotoxicity 10%, HT1080 viability 29%, LYP inhibition 27%, Alkaline phosphatase 4%, Bfl-1 displacement -1%, DPM-DC inhibit inactive and HPDE-C7 cytotoxicity 7%.
For COCC(=O)OCn1nnc2ccccc2c1=O the results were Spn PMK inh 15, MK inhibit 2, KRASV12 cytotoxicity -22%, HT1080 viability 1%, LYP inhibition 11%, Alkaline phosphatase 0%, Bfl-1 displacement -10%, DPM-DC inhibit inactive and HPDE-C7 cytotoxicity -17%.
`Cc1cc(C(=O)OCC(=O)NC(=O)NC(C)(C)C)c(C)o1` gave Spn PMK inh 3, MK inhibit 0, KRASV12 cytotoxicity -3%, HT1080 viability -2%, Alkaline phosphatase 9%, Bfl-1 displacement -7%, DPM-DC inhibit inactive and HPDE-C7 cytotoxicity -6%.
CCC(C)(C)n1nnnc1C(CC(C)C)N1CCC(C(N)=O)CC1 (configuration not stated) was read as Spn PMK inh 22, MK inhibit 0, KRASV12 cytotoxicity 0%, HT1080 viability -2%, LYP inhibition 7%, Alkaline phosphatase 2%, Bfl-1 displacement 0%, DPM-DC inhibit inactive and HPDE-C7 cytotoxicity 1%.
For COc1ccc(OCC(=O)OCCN2C(=O)c3ccccc3C2=O)cc1 the results were Spn PMK inh 7, MK inhibit 7, KRASV12 cytotoxicity -16%, HT1080 viability 6%, Alkaline phosphatase 4%, Bfl-1 displacement 2%, DPM-DC inhibit inactive and HPDE-C7 cytotoxicity -9%.
Screening CCc1ccccc1N1CC23C=CC(O2)C(C(=O)O)C3C1=O (configuration not stated) returned Spn PMK inh 12, MK inhibit 4, KRASV12 cytotoxicity 8%, HT1080 viability -1%, LYP inhibition -1%, Alkaline phosphatase 17%, Bfl-1 displacement -5%, DPM-DC inhibit inactive, HPDE-C7 cytotoxicity -1%, Spn PMK inh pilot replicates 4.0, MK inhibit pilot replicates 1.0 and DPM-DC inhibit pilot screen % 0.0.
Screening O=C(NCC1CCCO1)C1CCN(S(=O)(=O)c2cccnc2)CC1 (configuration not stated) returned Spn PMK inh 11, MK inhibit 7, KRASV12 cytotoxicity -7%, LYP inhibition 13%, Alkaline phosphatase 12%, Bfl-1 displacement 1%, DPM-DC inhibit inactive and HPDE-C7 cytotoxicity -21%.
For CCOC(=O)c1c(C)n(C)c2ccc(OCC(O)Cn3nc(C)c(Br)c3C)cc12 (configuration not stated) the results were Spn PMK inh 7, MK inhibit 3, HT1080 viability 6% and DPM-DC inhibit inactive.
`CN(C)c1ccc(P(=O)(OC2CCCCC2)C(O)c2cccnc2)cc1` (configuration not stated) gave Spn PMK inh 7, MK inhibit 1, KRASV12 cytotoxicity -16%, HT1080 viability 3%, LYP inhibition 1%, Alkaline phosphatase 4%, Bfl-1 displacement -9%, DPM-DC inhibit inactive and HPDE-C7 cytotoxicity 3%.
For COc1ccc(C2Sc3nncn3N2Cc2ccc(C#N)cc2)cc1 (configuration not stated) the results were Spn PMK inh 18, MK inhibit 4, KRASV12 cytotoxicity 4%, HT1080 viability -1%, LYP inhibition 12%, Alkaline phosphatase 8%, Bfl-1 displacement -8%, DPM-DC inhibit inactive and HPDE-C7 cytotoxicity -20%.
Screening COc1ccccc1CNC(=O)C1CCN(c2nc3ccccc3o2)CC1 returned Spn PMK inh 26*, MK inhibit 15, KRASV12 cytotoxicity -12%, HT1080 viability -2%, LYP inhibition -16%, Alkaline phosphatase 2%, Bfl-1 displacement -4%, DPM-DC inhibit inactive and HPDE-C7 cytotoxicity -12%.
CCCn1c(SCC(=O)Nc2nnc(-c3ccccc3)s2)nnc1-c1ccccn1 was read as Spn PMK inh 17, MK inhibit 3, KRASV12 cytotoxicity 6%, HT1080 viability -7%, LYP inhibition -20%, Alkaline phosphatase 13%, Bfl-1 displacement -2%, DPM-DC inhibit inactive, HPDE-C7 cytotoxicity 0%, Spn PMK inh pilot replicates 0.0, MK inhibit pilot replicates 0.0 and DPM-DC inhibit pilot screen % 0.0.
Screening CCc1ccccc1NC(=O)c1cnccn1 returned Spn PMK inh 2, MK inhibit 3, KRASV12 cytotoxicity -6%, HT1080 viability 3%, LYP inhibition 0%, Alkaline phosphatase 14%, Bfl-1 displacement -4%, DPM-DC inhibit inactive and HPDE-C7 cytotoxicity -9%.
Cc1onc(-c2ccccc2)c1C(=O)Nc1ccnn1C1CCCCC1 was read as Spn PMK inh 13, MK inhibit 9, KRASV12 cytotoxicity -12%, HT1080 viability -1%, LYP inhibition 27%, Alkaline phosphatase 0%, Bfl-1 displacement -4%, DPM-DC inhibit inactive, HPDE-C7 cytotoxicity 0%, Spn PMK inh pilot replicates 3.5, MK inhibit pilot replicates 0.0 and DPM-DC inhibit pilot screen % 0.5.
CN=Cc1cc(-c2ccccc2)sc1O was read as Spn PMK inh 11, MK inhibit 0, KRASV12 cytotoxicity 10%, HT1080 viability -8%, LYP inhibition 14%, Alkaline phosphatase 20%, Bfl-1 displacement 5%, DPM-DC inhibit inactive, HPDE-C7 cytotoxicity -11%, Spn PMK inh pilot replicates 2.0, MK inhibit pilot replicates 0.0 and DPM-DC inhibit pilot screen % 0.0.
Screening COc1cc(-n2c3nc4ccccc4nc3c3c(=O)n(Cc4ccco4)cnc32)cc(OC)c1OC returned Spn PMK inh 0, MK inhibit 0, KRASV12 cytotoxicity -3%, HT1080 viability 16%, LYP inhibition 5%, Alkaline phosphatase 21%, Bfl-1 displacement -8%, DPM-DC inhibit inactive and HPDE-C7 cytotoxicity -9%.
N#Cc1cccc(NC(=O)COc2ccc(-n3ccnc3)cc2)c1 was read as Spn PMK inh 0, MK inhibit 9, KRASV12 cytotoxicity -3%, HT1080 viability -4%, Alkaline phosphatase 7%, Bfl-1 displacement 5%, DPM-DC inhibit inactive and HPDE-C7 cytotoxicity -1%.
For Cc1nnc2ccc(Oc3ccc(-c4ccccc4)cc3)nn12 the results were Spn PMK inh 5, MK inhibit 6, KRASV12 cytotoxicity -11%, HT1080 viability 1%, LYP inhibition 6%, Alkaline phosphatase 6%, Bfl-1 displacement -2%, DPM-DC inhibit inactive and HPDE-C7 cytotoxicity -32%.

Molecules above with bromine (two):
`N=c1n(CCN2CCCCC2)c2ccccc2n1CC(O)c1cccc(Br)c1` (configuration not stated) gave Spn PMK inh 8, MK inhibit 6, KRASV12 cytotoxicity 59%*, HT1080 viability 6%, LYP inhibition 7%, Alkaline phosphatase -4%, Bfl-1 displacement 4%, DPM-DC inhibit inactive and HPDE-C7 cytotoxicity 45%.
For CCOC(=O)c1c(C)n(C)c2ccc(OCC(O)Cn3nc(C)c(Br)c3C)cc12 (configuration not stated) the results were Spn PMK inh 7, MK inhibit 3, HT1080 viability 6% and DPM-DC inhibit inactive.

Other entries follow.
Screening CC(=O)N1CCN(C(=O)CNc2cc(C(F)(F)F)ccc2OCC(F)(F)F)CC1 returned Spn PMK inh 19, MK inhibit 0, KRASV12 cytotoxicity -2%, HT1080 viability 3%, LYP inhibition 9%, Alkaline phosphatase 9%, Bfl-1 displacement -4%, DPM-DC inhibit inactive and HPDE-C7 cytotoxicity 1%.
For CCOc1cc(C(=O)OCC(=O)c2c(C)[nH]c3ccccc23)ccc1OCC(=O)N1CCOCC1 the results were Spn PMK inh 18, MK inhibit 0, KRASV12 cytotoxicity -6%, HT1080 viability -4%, Alkaline phosphatase 17%, Bfl-1 displacement 0%, DPM-DC inhibit inactive and HPDE-C7 cytotoxicity 10%.
Screening O=C(O)C1CCCCC1C(=O)NCCc1ccccc1 (configuration not stated) returned Spn PMK inh 5, MK inhibit 1, KRASV12 cytotoxicity -4%, HT1080 viability -2%, LYP inhibition 21%, Alkaline phosphatase 10%, Bfl-1 displacement -1%, DPM-DC inhibit inactive, HPDE-C7 cytotoxicity -10%, Spn PMK inh pilot replicates 0.0, MK inhibit pilot replicates 2.0 and DPM-DC inhibit pilot screen % 1.5.
`COC(=O)COc1ccc(S(=O)(=O)Nc2cc(OC)ccc2OC)cc1` gave Spn PMK inh 7, MK inhibit 10, KRASV12 cytotoxicity 0%, HT1080 viability 3%, LYP inhibition 5%, Alkaline phosphatase 8%, Bfl-1 displacement 0%, DPM-DC inhibit inactive and HPDE-C7 cytotoxicity -3%.
For CC1CCN(S(=O)(=O)N2CCC(C(=O)N3CCC(N(C)CC4CCCO4)CC3)CC2)CC1 (configuration not stated) the results were Spn PMK inh 8, MK inhibit 5, KRASV12 cytotoxicity -8%, HT1080 viability 0%, LYP inhibition 5%, Alkaline phosphatase 1%, Bfl-1 displacement -2%, DPM-DC inhibit inactive and HPDE-C7 cytotoxicity -16%.
Screening CCOC(=O)Cn1c(CN2CC(C)OC(C)C2)nc2c1c(=O)n(C)c(=O)n2C (configuration not stated) returned Spn PMK inh 13, MK inhibit 8, KRASV12 cytotoxicity -2%, HT1080 viability 1%, LYP inhibition 8%, Alkaline phosphatase 7%, Bfl-1 displacement -11%, DPM-DC inhibit inactive and HPDE-C7 cytotoxicity -7%.
For CCn1c(SCC(N)=O)nnc1-c1ccc(OC)c(OC)c1 the results were Spn PMK inh 14, MK inhibit 12, KRASV12 cytotoxicity -14%, HT1080 viability -6%, LYP inhibition 11%, Alkaline phosphatase 6%, Bfl-1 displacement -1%, DPM-DC inhibit inactive and HPDE-C7 cytotoxicity -19%.
CCn1cc(C(=O)NCc2cccs2)c(=O)c2cc(S(=O)(=O)N3CCOCC3)ccc21 was read as Spn PMK inh 5, MK inhibit 6, KRASV12 cytotoxicity 1%, HT1080 viability -2%, LYP inhibition 1%, Alkaline phosphatase 1%, Bfl-1 displacement 12%, DPM-DC inhibit inactive and HPDE-C7 cytotoxicity -3%.
For CCOc1cc(S(=O)(=O)n2cc(-c3ccc(F)cc3)c(N)n2)cc(OCC)c1OCC the results were Spn PMK inh 10, MK inhibit 6, KRASV12 cytotoxicity 11%, HT1080 viability 6%, LYP inhibition 8%, Alkaline phosphatase 16%, Bfl-1 displacement -10%, DPM-DC inhibit inactive and HPDE-C7 cytotoxicity 12%.
